Compound activity from PubChem.
Tb PYK inh: inhibitors of Trypanosoma brucei pyruvate kinase; Q57TT1; actives 0.12% (n = 410,000); AID 624173; TbPYK enzyme, Kinase-Glo Plus ATP luminescence, 45 min; Potency, µM (series often up to 76.8 µM), for inactives: at the highest dose activity, negative = inhibition, hits mostly inhibitors; also: nearly all actives have a fitted effect of over 50% in size
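Screened from lowest to highest concentration, compounds were pinned into TbPYK/substrate mixtures, and ADP (130 uM final) was added. Plates sat at room temperature for 45 min prior to Kinase-Glo Plus detection by luminescence.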
Sm TGR inh: blocks Schistosoma mansoni thioredoxin glutathione reductase | Q962Y6 | actives 3% (n = 360,000) | AID 485364 | Potency, µM (titrated, usually from 114 µM), inactives show at the highest dose activity change, negative = inhibition, most hits filed as inhibitors | purified TGR, DTNB reduction, TNB absorbance 405 nm; also: nearly all actives have a fitted effect of over 60% in size
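First, TGR (20 nM dispensed) and NADPH were mixed with compound. Second, a 15 min room-temperature incubation followed. Third, further NADPH and then DTNB were added to start the reaction. Finally, TNB absorbance was monitored kinetically.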
LmPK inhibitor: inhibitors of Leishmania mexicana pyruvate kinase; Q27686; actives 0.37% (n = 290,000); purified LmPK, Kinase-Glo ATP luminescence, 1 h; Potency, µM (highest dose often 57.5 µM), inactives show at the top dose activity change, negative = inhibition, most hits filed as inhibitors
Target sequence (Q27686 whole entry, looked up): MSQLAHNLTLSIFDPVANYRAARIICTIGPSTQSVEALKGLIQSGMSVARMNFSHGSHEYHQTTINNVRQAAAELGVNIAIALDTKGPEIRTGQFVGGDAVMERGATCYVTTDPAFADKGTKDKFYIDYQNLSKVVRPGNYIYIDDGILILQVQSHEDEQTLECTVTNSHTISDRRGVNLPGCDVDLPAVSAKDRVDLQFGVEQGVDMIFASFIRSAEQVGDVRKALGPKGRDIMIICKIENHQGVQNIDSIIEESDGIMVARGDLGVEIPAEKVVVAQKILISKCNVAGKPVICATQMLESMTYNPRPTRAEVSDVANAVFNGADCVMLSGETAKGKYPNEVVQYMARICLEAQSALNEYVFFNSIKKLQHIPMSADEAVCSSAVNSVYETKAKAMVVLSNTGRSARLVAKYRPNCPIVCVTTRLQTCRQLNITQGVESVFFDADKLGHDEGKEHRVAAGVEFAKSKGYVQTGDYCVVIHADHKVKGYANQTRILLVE
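ATP generated from ADP (0.1 mM) and PEP (0.5 mM) by 0.1 nM LmPK over 1 h at room temperature (pH 7.2 imidazole buffer) was detected by coupled luciferase luminescence. Values were normalized to uninhibited and no-enzyme wells.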
HCV inh: blocks hepatitis C virus; Huh7.5.1 HCVcc-Cre infection, luciferase reporter, 44 h; Potency, µM (highest dose often 41.8 µM), for the others: at the highest dose activity change, negative = inhibition, usual class: inhibitors; AID 651820; actives 3.4% (n = 340,000)
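Seed cells (1,000/well) for 4 h; treat with compound and infect with HCVcc-Cre, moi about 0.5. Incubate 44 h, then detect luciferase activity.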
Pf growth 48h: P. falciparum growth inhibition at 48 hours (one generation). P. falciparum luciferase growth in erythrocytes, 48 h. Potency, µM (doses to about 28.7 µM), inactives show at the top dose activity change, negative = inhibition, usual class: inhibitors. actives 5.9% (n = 310,000). AID 504832
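Growth was read as firefly luciferase luminescence after a 48 h, 37 C, 5% CO2 exposure of compounds to reporter-bearing P. falciparum cultures (0.1% parasitemia, 2% hematocrit final) in Albumax-supplemented RPMI 1640.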
Pf growth 96h: P. falciparum growth inhibition at 96 hours; P. falciparum luciferase reporter growth, 96 h; Potency, µM (series often up to 28.7 µM), for the others: at the top dose activity change, negative = inhibition, usual class: inhibitors; actives 6.9% (n = 320,000)
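Luminescence readout: decreased luciferase signal marks inhibited growth of reporter-expressing P. falciparum in infected red cells (2% hematocrit, 0.05% parasitemia final), exposed to compound two generations (96 h, 37 C, 5% CO2).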
* hit, by the source's call; ? = inconclusive; . = not tested or not shown; & = joins results of further samples; [ ] = remark or other dose. Calls follow the shape of the dose curve; as a rule, active = well fitted curve in the direction sought with a large enough effect; inconclusive = small, poorly fitted or top-dose-only effect, or another doubt; inactive = no such curve, though single readings can be large; an effect the other way counts as inactive or inconclusive. % is scaled to controls: 0 for no effect and ±100 for the full control effect; potency is read from the fitted curve at half-maximal effect.

Sequence of screens: Tb PYK inh	Sm TGR inh	LmPK inhibitor	HCV inh	Pf growth 48h	Pf growth 96h
CC(=O)NC(=S)Nc1ccc(S(=O)(=O)N2CCOCC2)cc1
 : -1%	-16%	-1%	-5%	14%	-6%
CC(=O)NCCc1nc2cc(NS(=O)(=O)c3ccc(Cl)cc3)ccc2n1C
 : 0%	-17%	3%	8%	-8%	?
CCc1ccc(C(=O)NNC(=O)OC)cc1
 : -17%	-5%	2%	1%	?	?
CC12C(=O)N(Cc3ccccc3)C(=O)C1C1C=CC2C1 (centres undefined)
 : -4%	1%	1%	-5%	11%	5%
COc1cccc(NC(=O)C2CCCN2C(=O)OCc2ccccc2)c1 (centres undefined)
 : 3%	-2%	5%	13%	?	?
Cc1nc2ncnn2c(N2CCN(S(=O)(=O)c3ccc(Br)cc3)CC2)c1C
 : 0%	1%[57.1 µM]	-14%	-24%	-12%	50%[activator]
Cc1cc2nc3c(nc2cc1C)C1(C(=O)O)CCC3(C)C1(C)C (centres undefined)
 : -6%	-4%	4%	16%	-1%	5%
O=C(CCNS(=O)(=O)c1ccc(Cl)cc1)N1CCC2(O)CCCCC2C1 (centres undefined)
 : -2%	0%	-5%	12%	-2%	?
COc1cccc(-n2c(/C=C/c3ccc(O)c(O)c3)nc3ccccc3c2=O)c1
 : 2%	10%	-2%	-19%	?	9.3µM*
Cc1cc(C)nc(NC(=O)c2ccc([N+](=O)[O-])c(C)c2)n1
 : 0%	-3%	-10%	24%	24%	-6%
CC(C)(C)NC(=O)CSc1nc2ccc(NC(=O)CSc3nnc(N)s3)cc2s1
 : -5%	-10%	-2%	13µM*	-13%	?
O=C(CSc1nc2ccccc2s1)Nc1ccc(N2CCOCC2)c(Cl)c1
 : -14%	-15%	4%	?	17%	?
CCOC(=O)Cc1csc(N/C(=N/S(=O)(=O)c2ccc(F)cc2F)c2ccccc2)n1
 : -5%	-14%	0%	2%	0%	?
Cn1c(=O)[nH]c(=O)c2[nH]c(CN3CCN(C(=O)c4ccco4)CC3)nc21
 : -11%	9%	0%	6%	16%	1%
CCCc1nc2sc3c(c2c(=O)[nH]1)CCCC3
 : -24%	9%	5%	20%	26%	-9%
Cc1ccc(C)c(NC(=O)CSc2ncnc3nc[nH]c23)c1
 : -1%	7%	-2%	13%	11%	30%[activator]
O=C(O)C1C2CCC(O2)C1C(=O)Nc1cccc(Br)c1 (centres undefined)
 : 12%	-4%	-2%	9%	3%	-5%
N#Cc1nc(COc2ccccc2)oc1N1CCN(Cc2ccccc2)CC1
 : -5%	-4%	-1%	-14%	-15%	18%
Cc1cc(C)cc(NC(=O)COC(=O)CNC(=O)C2CCCCC2)c1
 : 0%	-2%	.	9%	-8%	3%
COc1cccc2sc(Nc3nnc(-c4cccs4)o3)nc12
 : -4%	1%	-9%	?	?	144%[activator]
O=C(Nc1cccc(F)c1)C1CCN(C(=O)NCc2ccccc2)CC1
 : -1%	-4%	0%	-25%	4%	-17%
Cc1ccc(S(=O)(=O)Nc2ccccc2C(=O)N2CCN(C)CC2)cc1
 : -8%	-1%	2%	19%	23%	46%[activator]
Cc1cc(NC(=O)c2cc(C(C)(C)C)oc2C)no1
 : -3%	1%	3%	?	?	?
Clc1ccc2[nH]c3c(N4CCC5(CC4)OCCO5)ncnc3c2c1
 : 0%	16%	0%	13µM*	?	?
Cc1cc(=O)oc2cc(OCC(=O)NCC3CCC(C(=O)O)CC3)ccc12 (centres undefined)
 : 4%	-7%	-2%	-4%	38%[activator]	0%
Cc1cccc(N2CCN(C(=O)c3ccc(NS(=O)(=O)c4c(C)noc4C)cc3)CC2)c1C
 : 1%	0%	1%	18%&-5%	?	-6%
COc1ccc(C(=O)NNc2ccccc2)cc1
 : -6%	-25%	-5%	24%	-3%	?
CCc1ccc(/C=C2/C(=O)N(c3ccccc3)C(=S)N2CC(=O)OC)s1
 : -7%	4%	2%	?	10%	?
CCS(=O)(=O)c1ccc2oc(SCC(=O)Nc3ccc(OC)c(OC)c3)nc2c1
 : 1%	-1%	1%	15%	-12%	-41%
CN(C)c1ccc(-c2noc(-c3ccccc3O)n2)cc1
 : -1%	17%	-10%	-1%	103%[activator]	-24%

Part of the list above, set out differently.
SMILES | Tb PYK inh | Sm TGR inh | LmPK inhibitor | HCV inh | Pf growth 48h | Pf growth 96h
CC(=O)NC(=S)Nc1ccc(S(=O)(=O)N2CCOCC2)cc1 | -1% | -16% | -1% | -5% | 14% | -6%
CC(=O)NCCc1nc2cc(NS(=O)(=O)c3ccc(Cl)cc3)ccc2n1C | 0% | -17% | 3% | 8% | -8% | ?
CCc1ccc(C(=O)NNC(=O)OC)cc1 | -17% | -5% | 2% | 1% | ? | ?
CC12C(=O)N(Cc3ccccc3)C(=O)C1C1C=CC2C1 (centres undefined) | -4% | 1% | 1% | -5% | 11% | 5%
COc1cccc(NC(=O)C2CCCN2C(=O)OCc2ccccc2)c1 (centres undefined) | 3% | -2% | 5% | 13% | ? | ?
Cc1nc2ncnn2c(N2CCN(S(=O)(=O)c3ccc(Br)cc3)CC2)c1C | 0% | 1%[57.1 µM] | -14% | -24% | -12% | 50%[activator]
Cc1cc2nc3c(nc2cc1C)C1(C(=O)O)CCC3(C)C1(C)C (centres undefined) | -6% | -4% | 4% | 16% | -1% | 5%
O=C(CCNS(=O)(=O)c1ccc(Cl)cc1)N1CCC2(O)CCCCC2C1 (centres undefined) | -2% | 0% | -5% | 12% | -2% | ?
COc1cccc(-n2c(/C=C/c3ccc(O)c(O)c3)nc3ccccc3c2=O)c1 | 2% | 10% | -2% | -19% | ? | 9.3µM*
Cc1cc(C)nc(NC(=O)c2ccc([N+](=O)[O-])c(C)c2)n1 | 0% | -3% | -10% | 24% | 24% | -6%
CC(C)(C)NC(=O)CSc1nc2ccc(NC(=O)CSc3nnc(N)s3)cc2s1 | -5% | -10% | -2% | 13µM* | -13% | ?
O=C(CSc1nc2ccccc2s1)Nc1ccc(N2CCOCC2)c(Cl)c1 | -14% | -15% | 4% | ? | 17% | ?
CCOC(=O)Cc1csc(N/C(=N/S(=O)(=O)c2ccc(F)cc2F)c2ccccc2)n1 | -5% | -14% | 0% | 2% | 0% | ?
Cn1c(=O)[nH]c(=O)c2[nH]c(CN3CCN(C(=O)c4ccco4)CC3)nc21 | -11% | 9% | 0% | 6% | 16% | 1%
CCCc1nc2sc3c(c2c(=O)[nH]1)CCCC3 | -24% | 9% | 5% | 20% | 26% | -9%

The list goes on.
Sequence of screens: Tb PYK inh	Sm TGR inh	LmPK inhibitor	HCV inh	Pf growth 48h	Pf growth 96h
COC(=O)CC1C(=O)NCCN1C(=S)NC(=O)c1sc2ccccc2c1Cl (centres undefined)
 : -29%	-25%	3%	-12%	22%	?
CC[C@@]12C(=O)N(c3ccc(C)cc3)C(=O)N1[C@H](c1ccc(Br)cc1)[C@@H]1C(=O)N(C(C)(C)C)C(=O)[C@@H]12
 : 10%	-16%	12%	-10%	?	?
CCOc1ccc(C(c2c(O)nc(SC)n(C)c2=O)c2c(O)nc(SC)n(C)c2=O)cc1
 : ?	16µM*	5%	12%	6%	30%[activator]
NC(=O)C(c1cccc(Cl)c1)c1ncc(C(F)(F)F)cc1Cl (centres undefined)
 : 4%	-17%	5%	22%	-4%	?
O=C1NC2(CCCCC2)C(=O)N1Cc1cc(=O)n2ccsc2n1
 : -4%	-17%	0%	7%	-3%	3%
O=c1oc(-c2ccccc2)nc2sc3c(c12)CCCC3
 : 0%	-10%	?	-4%	.	10%
Cc1ccc(NC(=O)CSc2nnc([C@@H]3CCCN3C(=O)OC(C)(C)C)o2)c(C)c1
 : 1%	-4%	-1%	-1%	-14%	-23%
COc1ccc(OC)c(NC(=O)CSc2nnnn2-c2ccc3c(c2)OCO3)c1
 : -8%	-2%	3%	?	?	36%[activator]
Cc1cc(C(=O)NC2CC(C)(C)Cc3c2cnn3-c2cccc(F)c2)n(C)n1 (centres undefined)
 : 0%	1%	4%	?	?	9.3µM*
CCOc1ccc(NC(=O)CN(C)C(=O)CSCc2cccc(C)c2)cc1OCC
 : -11%	2%	.	?	?	15µM*
C=CCN1C(=O)CSc2ccc(C(=O)NCc3ccco3)cc21
 : -12%	?	0%	?	-29%	?
CCc1nc2oc3ccccc3c(=O)c2c(=O)n1Cc1ccc(OC)cc1
 : -2%	-26%	1%	-17%	?	-2%[5.75 µM]
NS(=O)(=O)c1ccc(NC(=O)c2ccc(F)cc2F)c(NC(=O)c2ccc(F)cc2F)c1
 : -14%	-2%	-5%	3%	35%[activator]	37%[activator]
Brc1cc(Cc2nnc(-c3ccccc3)o2)c(Br)s1
 : 0%	0%	-2%	7%	?	15%
Cc1ccc(CN2CCN(Cc3nc4ccccc4nc3C)CC2CCO)cc1 (centres undefined)
 : -7%	32µM*	2%	-13%	?	?
Cc1cc(C)c(NC(=O)CSc2nc3ccncc3[nH]2)c(C)c1
 : -1%&0%	2%&5%	-1%	3%	24%	?
O=C(NCc1ccc2c(c1)OCO2)C(=S)N1CCOCC1
 : 5%	1%	-1%	15%	78%[activator]	-1%
Nc1c(Cl)cc(C2=NCCn3nc4cc(C(F)(F)F)ccc4c32)cc1Cl
 : -4%	-24%	.	?	?	?
CCCc1[nH]nc2c1C(c1ccc(O)cc1OCC)C(C#N)=C(N)O2 (centres undefined)
 : -1%	-1%	-1%	7%	35%[activator]	-21%
Cc1cc(CC(C)C)n(-c2nc3ccccc3c(=O)n2OCc2ccccc2)n1
 : -11%	5%	-2%	-6%	?	12µM*
C#CCOCCOCCOCCNc1nc(N2CCN(C(=O)[C@H]([C@@H](C)CC)n3cc([C@@H](N)Cc4ccc(O)cc4)nn3)CC2)nc(N2CCN(C(=O)[C@H](Cc3ccc(O)cc3)n3cc([C@@H](N)C(C)CC)nn3)CC2)n1 (some centres undefined)
 : 0%	-8%	5%	9%	?	?
Cc1ccc(C)c(NC(=S)NC(C)C(c2ccccc2)N2CCN(C)CC2)c1 (centres undefined)
 : -4%	4%	-2%	?	?	?

Record cards (already shown).
C#CCOCCOCCOCCNc1nc(N2CCN(C(=O)[C@H]([C@@H](C)CC)n3cc([C@@H](N)Cc4ccc(O)cc4)nn3)CC2)nc(N2CCN(C(=O)[C@H](Cc3ccc(O)cc3)n3cc([C@@H](N)C(C)CC)nn3)CC2)n1 (some centres undefined) in the list: Tb PYK inh: 0%; Sm TGR inh: -8%; LmPK inhibitor: 5%; HCV inh: 9%; Pf growth 48h: ?; Pf growth 96h: ?
CCOc1ccc(NC(=O)CN(C)C(=O)CSCc2cccc(C)c2)cc1OCC in the list: Tb PYK inh: -11%; Sm TGR inh: 2%; LmPK inhibitor: .; HCV inh: ?; Pf growth 48h: ?; Pf growth 96h: 15µM*
